# PTAP TSG101 blk: blocks PTAP/TSG101 interaction to inhibit HIV-1 budding. Q99816. Fluorescence polarization, FITC-PTAP peptide / Tsg101 binding. Potency, µM (top dose mostly 115 µM), for the others: at the top dose activity change, negative = inhibition, usual class: inhibitors. 340,000 tested, under 10 active. AID 493005; active = well fitted inhibition curve with a large enough effect in the main read-out, with a control signal flat, not every such curve was filed as active; inconclusive = small, poorly fitted or top-dose-only effect, or effect the other way, or a change in a side signal; inactive = no such curve, though single readings can be large or run the other way; also: potency is read from the fitted curve at half-maximal effect; % of control where 0% means no effect
#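 Compounds were pin-transferred onto Tsg101 binding domain (10 uM final) in HEPES pH 7.5 buffer, then FITC-PTAP peptide was added at 50 nM final. After 20 min at RT, polarization reported peptide displacement across a qHTS concentration series.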
# B2AR arrestin: beta2AR (human) beta-arrestin recruitment activity | actives 0.02% (n = 330,000) | beta-arrestin recruitment to beta2AR, cell-based reporter | Potency, µM (series often up to 46.1 µM), inactives show at the top dose activation, most hits filed as activators | P07550;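 also: potency is read from the fitted curve at half-maximal effect; 0% = DMSO controls and full agonism = EC100 isoproterenol or metaproterenol; nearly all actives have a fitted effect of over 65% in size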
# ELG1 repair inh: blocks ELG1-dependent DNA repair in HEK293T cells. HEK293T ELG1-luciferase reporter, luminescence, 16 h; DNA damage induced by 5-fluorouridine. Potency, µM (titrated, usually from 46.1 µM), inactives show at the highest dose activity change, negative = inhibition, actives largely listed as inhibitors. actives 2.3% (n = 330,000). AID 504467; also: potency is read from the fitted curve at half-maximal effect; % is scaled to controls: 0 for no effect and ±100 for the full control effect; nearly all actives have a fitted effect of over 55% in size
#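 DMSO vehicle served as the neutral condition. Each well held 2,000 cells given 5-fluorouridine plus compound; after 16 hr at 37 °C/5% CO2, ONE-Glo was added and luciferase measured 30 min later.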
# USP2a block: inhibitors of human ubiquitin-specific protease USP2a. USP2 core, Ub-CHOP2 coupled fluorogenic reporter, 485/531. O75604. Potency, µM (series often up to 38.3 µM), inactives show at the top dose activity change, negative = inhibition, actives largely listed as inhibitors. actives 0.01% (n = 330,000);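 also: potency is read from the fitted curve at half-maximal effect; plate controls were DMSO wells for no effect and full inhibition by NEM control for full effect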
#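 Cell-free coupled assay: 10nM USP2 core preincubated 30min RT with compound in Tris-HCl pH 8.0/CaCl2/CHAPS buffer, then 25nM Ub-CHOP2 and 25nM reporter substrate; fluorescence (Ex 485/Em 531) read after 60min RT, normalized to NEM inhibition, concentration-response curves fitted.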
# TSHR antag: antagonists of human thyroid stimulating hormone receptor; P16473; TSHR-expressing cells, TSH-stimulated cAMP HTRF, 2 h; hits give low values; activity change, negative = inhibition, % at 11.5 µM; actives 0.2% (n = 330,000); AID 504810;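 active = activity change below a set negative limit, meaning inhibition stronger than a set level, cut at about -70% in these data; inconclusive = activity change between two set negative limits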; also: % is scaled to controls: 0 for no effect and ±100 for the full control effect
# Target sequence (P16473 whole entry, looked up): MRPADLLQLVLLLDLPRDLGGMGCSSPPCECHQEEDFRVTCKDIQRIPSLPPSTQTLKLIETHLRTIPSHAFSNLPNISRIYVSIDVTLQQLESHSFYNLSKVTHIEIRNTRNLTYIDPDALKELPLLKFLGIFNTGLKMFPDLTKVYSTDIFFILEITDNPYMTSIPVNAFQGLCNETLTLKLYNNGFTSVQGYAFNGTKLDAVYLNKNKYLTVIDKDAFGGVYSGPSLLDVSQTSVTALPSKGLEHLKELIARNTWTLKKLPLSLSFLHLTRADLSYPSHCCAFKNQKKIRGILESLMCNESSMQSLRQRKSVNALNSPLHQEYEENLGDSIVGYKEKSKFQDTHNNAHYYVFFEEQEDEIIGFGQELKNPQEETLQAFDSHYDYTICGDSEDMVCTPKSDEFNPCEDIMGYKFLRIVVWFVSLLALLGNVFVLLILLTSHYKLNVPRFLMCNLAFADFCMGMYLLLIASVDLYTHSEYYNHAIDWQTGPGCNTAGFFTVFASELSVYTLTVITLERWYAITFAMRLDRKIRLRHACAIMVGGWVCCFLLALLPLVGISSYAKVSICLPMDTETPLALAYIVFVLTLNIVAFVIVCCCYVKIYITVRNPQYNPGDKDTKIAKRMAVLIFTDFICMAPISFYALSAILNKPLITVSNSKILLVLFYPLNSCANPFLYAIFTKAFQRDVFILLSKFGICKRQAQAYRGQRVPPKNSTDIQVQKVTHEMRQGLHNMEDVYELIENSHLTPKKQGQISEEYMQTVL
#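 Inhibition of cAMP made by TSHR-expressing cells under TSH stimulation (4nM final, EC80; 2 h, 37 deg C) is quantified with a one-step lysis HTRF kit, anti-cAMP cryptate versus cAMP-d2.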
# BCR signal inh: blocks chronic active B-cell receptor signaling | AID 493014 | actives 0.05% (n = 340,000) | Potency, µM (series often up to 46.1 µM), for inactives: top-dose ratio change, negative = lower green/red ratio, usual class: inhibitors | ABC-DLBCL IkBa-CBG/CBR reporter, luminescence ratio, 4 h; active = well fitted inhibition curve with a large enough effect in the signal ratio, with a control signal flat, not every such curve was filed as active; inconclusive = small, poorly fitted or top-dose-only effect, or effect the other way, or a change in a side signal; the % refers to the signal ratio;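 also: potency is read from the fitted curve at half-maximal effect; plate controls were basal doxycycline-induced cells for no effect and cells given 10 µM MG132 for full effect; MG132 reads +100%, hits lower the ratio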
#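 Cell line TMD8 (human ABC DLBCL), stably expressing tet-inducible CBG68-IkBa fusion and CBR; IMDM/0.5% FBS; cpd up to 46 uM; dox induction, 4 h, 37C/5% CO2; dual luminescence; green/red ratio; MG132 control.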
# uPA generation: inhibitors of cell surface uPA generation; cell surface uPA generation assay, qHTS; Potency, µM (titrated, usually from 38.3 µM), for the others: top-dose activity change, negative = inhibition, usual class: inhibitors; actives 0.31% (n = 330,000); AID 540303; active = well fitted inhibition curve with a large enough effect; inconclusive = small, poorly fitted or top-dose-only effect; inactive = no such curve, though single readings can be large or run the other way; tested in mouse RAW 264.7 cells; also: potency is read from the fitted curve at half-maximal effect; % is scaled to controls: 0 for no effect and ±100 for the full control effect; nearly all actives have a fitted effect of over 55% in size
# TCR act: activates T cell receptor signaling; primary human leukocytes, anti-CD3, IL-2 HTRF, 48 h; Potency, µM (titrated, usually from 9.22 µM), for inactives: at the highest dose activation of IL-2 secretion, most hits filed as activators; 330,000 tested, under 10 active; AID 504894; also: % of control where 0% means no effect
#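 Activity was scored as IL-2 release from primary human leukocytes given only a TCR signal (a-CD3 beads) plus compound for 48 hr. Detection used a two-antibody HTRF format read at 665nm.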
# Eya2 phos inh: blocks the phosphatase activity of human Eya2 | O00167 | recombinant Eya2, OMFP fluorescence dephosphorylation (OMFP is methylfluorescein phosphate) | Potency, µM (series often up to 76.9 µM), without a hit: top-dose activity, negative = inhibition, most hits filed as inhibitors | actives 0.006% (n = 330,000); also: potency is read from the fitted curve at half-maximal effect; % is scaled to controls: 0 for no effect and ±100 for the full control effect
#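 Eya2 (0.2 uM) preincubated 10 min at ambient with compound, then OMFP substrate added at 50 uM; 10 min reaction in 50 mM HEPES pH 7.5, 50 mM NaCl, 5 uM MgCl2, 0.05% BSA, 1 mM DTT. Fluorescence read at Ex 485/Em 525 nm.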
# Tb PFK block: blocks T. brucei phosphofructokinase. T. brucei PFK, ADP-Glo luminescence. Potency, µM (top dose mostly 57.5 µM), for the others: at the top dose activity, negative = inhibition, most hits filed as inhibitors. actives 0.17% (n = 330,000). AID 485367;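 also: potency is read from the fitted curve at half-maximal effect; 0% = uninhibited 1x PFK enzyme wells and -100% = no-enzyme wells; nearly all actives have a fitted effect of over 60% in size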
#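 PFK 1.25 nM, F6P 0.5 mM, ATP 0.1 mM, 0.1 M TEA pH 8.0, 5 mM MgCl2, 0.01% Tween20, 0.1% BSA; 45 min RT. ADP-Glo readout. qHTS titration up to 57 uM; curves fitted, compounds curve-classed.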
# Mito fusion yeast: blocks mitochondrial division or promotes mitochondrial fusion; S. cerevisiae fusion-defective mutant growth rescue, CellTiterGlo 48 h; Potency, µM (series often up to 46.1 µM), for inactives: at the highest dose growth rescue (activation), actives largely listed as activators; actives 0.23% (n = 320,000); AID 485298;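 also: potency is read from the fitted curve at half-maximal effect; % of control where 0% means no effect; nearly all actives have a fitted effect of over 45% in size; temperature-sensitive fusion mutants such as fzo1-1 at 37 °C on non-fermentable ethanol glycerol medium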
#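 Yeast fusion mutant, YPEG (non-fermentable carbon), compound, 48 h at 37C non-permissive; CellTiterGlo added, 10 min RT, luminescence read. Rescued growth = division inhibition.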
# * marks the source's active call; other numbers are inactive results; ? = inconclusive; / = no result given; [ ] = another dose, or the depositor's remark. Unless noted, calls follow the shape of the dose curve; as a rule, active = well fitted curve in the direction sought with a large enough effect; inconclusive = small, poorly fitted or top-dose-only effect, or another doubt; inactive = no such curve, though single readings can be large; an effect the other way counts as inactive or inconclusive.
SMILES,PTAP TSG101 blk,B2AR arrestin,ELG1 repair inh,USP2a block,TSHR antag,BCR signal inh,uPA generation,TCR act,Eya2 phos inh,Tb PFK block,Mito fusion yeast
Oc1ccc(C[C@H]2CNCCN2CCc2cc(C(F)(F)F)cc(C(F)(F)F)c2)cc1,-4%,-0.3%,11%,0%,6,?,-13%,-5%,3%,-1%,-24%
NC(N)=NS(=O)(=O)c1ccc(N/C=C/C(=O)c2ccc(Cl)c(Cl)c2)cc1,-3%,-0.3%,3%,0%,-1,-12%,-22%,-3%,2%,1%,13%
COc1ccc(-c2cnc3c(-c4ccc(F)cc4)cnn3c2N)cc1,0%,0.4%,?,3%,-4,?,2%,-6%,-2%,0%,-3%
COc1ccc(-c2[nH]nc3c2C(c2ccncc2)C(C#N)=C(N)O3)cc1 (stereo unspecified),3%,-2.0%,1%,0%,-9,3%,3%,8%,-21%,3%,-10%
O=C1CCCC2=C1C(c1cccs1)n1ncnc1N2 (stereo unspecified),-4%,0.5%,1%,1%,10,?,10%,2%,-15%,9%,-5%
COc1ccc(C(c2sc3ncnn3c2O)N2CCN(c3ccccc3F)CC2)cc1OC (stereo unspecified),0%,0.2%,?,-1%,-5,?,7%,0%,-32%,-4%,-3%
COc1cc2cnc(Cl)nc2cc1OC,-1%,-0.7%,5%,3%,13,0%,-2%,-2%[46.1 µM],9%,-3%,-2%
O=C(Nc1ccc2oc(-c3cccc4ccccc34)nc2c1)c1ncn[nH]1,-1%,-0.1%,?,1%,-11,-18%,4%,-2%,8%,2%,10%
O=C(C[C@H]1C[C@H](C(=O)N2CCCCC2)[C@@]2(CCc3ccccc3)c3[nH]c4ccc(Cl)cc4c3CCN2C1=O)NCc1cccc(C(F)(F)F)c1,-3%,-0.4%,?,1%,-3,7%,2%,2%[46.1 µM],-2%,-3%,/
CCN(CC(=O)NCCCN1CCOCC1)S(=O)(=O)c1cc(Cl)ccc1Cl,-2%,0.2%,11%,2%,16,-2%,-5%,-2%,8%,-4%,9%
CCCCNCc1cc(Br)c(OCc2cccs2)c(OC)c1,-1%,-0.1%,13%,-2%,5,-10%,0%,5%,-8%,1%,-5%
Cc1ccc(S(=O)(=O)N(C)C)cc1NC(=O)CSc1nc2ccccc2[nH]1,-1%,-0.9%,-23%,2%,-4,-6%,-1%,-4%[46.1 µM],-7%,-7%,-1%
N#C/C(=C\c1ccc(OCCN2CCOCC2)cc1)C(=O)Nc1ccccc1F,2%,-0.2%,-1%,-1%,3,0%,-2%,6%,-5%,-2%,1%
CCCNC(=S)Nc1ccc2nc(-c3ccccn3)c(-c3ccccn3)nc2c1,-4%,0.5%,13%,2%,11,1%,5%,1%,8%,-3%,-4%
O=C(c1ccccn1)c1conc1C(=O)c1ccc(Br)cc1,-1%,0.2%,-8%,2%,0,5%,/,-5%,4%,2%,-10%
O=C1CCCN1c1cc(Cl)ccc1Cl,-5%,-0.1%,18%,-3%,10,-2%,0%,2%,8%,-16%,0%
Cc1cccc(COc2ccc(/C=N/NC(=O)c3nnn(-c4nonc4N)c3COc3ccc(F)cc3)cc2)c1,0%,-0.3%,?,2%,3,4%,-10%,-7%,12%,-8%,6%
COC(=O)COc1ccc(-c2nccc(-c3ccccn3)n2)cc1,-8%,-0.4%,?,-1%,-9,-2%,-11%,0%,3%,4%,-13%
Cc1cccnc1NC(=O)CNC(=O)C12CC3CC(CC(Cl)(C3)C1)C2,-3%,0.4%,26%,3%,14,1%,5%,/,25%,0%,3%
Cc1ccccc1N1CC(=O)Nc2c(oc3nc(-c4ccccc4)cc(C)c23)C1=O,-11%,-0.1%,?,-2%,3,-15%,-6%,7%,-18%,-1%,1%
CCCc1nc2oc3c(Cl)ncnc3c2c2c1CCCC2,-1%,-0.1%,2%,0%,0,4%,1%,0%,-2%,0%,-3%
Cc1nn(C(C)C(=O)NCC2CCCO2)c(C)c1[N+](=O)[O-] (stereo unspecified),-2%,0.1%,-7%,2%,-8,11%,11%,5%,-6%,3%,-2%
CC(C)c1ccc(S(=O)(=O)N2CCN(C(=O)CCNC(=O)Nc3ccccc3)CC2)cc1,-3%,0.1%,-3%,-1%,7,3%,-27%,-10%,-1%,1%,-3%
COc1ccc(/C=C/c2nc(-c3ccccc3)cc(=O)[nH]2)cc1,-1%,-0.7%,3%,1%,-4,?,2%,-1%,-11%,2%,1%
CCCCn1c(N)c(N(Cc2ccccc2OC)C(=O)C(C)Oc2ccc(Cl)cc2)c(=O)[nH]c1=O (stereo unspecified),5%,-0.1%,-3%,0%,-16,2%,-1%,4%,-8%,5%,-2%
O=C1c2oc3ccccc3c(=O)c2C(c2cccc(F)c2)N1CCCO (stereo unspecified),2%,-0.5%,-10%,5%,4,2%,3%,-2%,-8%,1%,-6%
O=C(NCC1CCCO1)c1cc(-c2ccc(Cl)cc2Cl)on1 (stereo unspecified),-9%,0.2%,?,2%,-7,-8%,-12%,5%,12%,-2%,14%
CC(=O)Nc1ccccc1NC(=O)COc1cccc2ccccc12,-5%,-0.3%,8%,-1%,0,-2%,-2%,0%,-3%,-4%,3%
CC(C)NC(=O)c1cnn2c1NC(c1cccs1)CC2C(F)(F)F (stereo unspecified),-4%,-0.4%,-6%,-2%,-6,0%,-11%,-7%[46.1 µM],-11%,-1%,-4%
Cn1c(=O)c2c(ncn2CC(=O)Nc2nccs2)n(C)c1=O,-6%,-0.1%,2%,0%,27,-1%,4%,-8%,-4%,4%,-4%
Cc1nc(SCc2nc3ccc([N+](=O)[O-])cc3[nH]2)c2oc3ccccc3c2n1,-1%,0.3%,?,0%,34,0%,3%,1%,1%,7%,/
COc1ccc(NC(=O)/C=C/c2ccc3c(c2)OCO3)cc1,0%,-0.9%,?,3%,-3,?,14%,0%,2%,6%,-8%
Cc1ccc(N2CCN(CCCN3C(=O)C4CCCN4C3=O)CC2)cc1 (stereo unspecified),0%,-0.1%,4%,4%,2,0%,0%,2%[46.1 µM],11%,0%,1%
COc1ccc(-c2csc(/N=C/N(C)C)n2)cc1OC,-3%,-0.1%,?,7%,-2,?,-6%,2%,0%,0%,-2%
COC(=O)c1ccc(-c2ccco2)n1Cc1cc(C)ccc1C,-4%,-0.4%,?,-1%,-27,11%,-7%,17%,-1%,-1%,-1%
CC[C@H](C)[C@@H](C(=O)N1CCNCC1)n1cc([C@@H](N)Cc2ccc(O)cc2)nn1,3%,-0.2%,11%,-2%,-1,-1%,2%,5%,18%,2%,-2%
Cc1cccc(C(=O)N[C@H](C(=O)Nc2ccc(C)c(S(=O)(=O)N(C)C)c2)C(C)C)c1,-1%,0.1%,?,3%,-5,?,16%,7%,2%,0%,-1%
C/C=C\C=C/C(=O)Nc1cccc(C2=NOC3(C2)C[C@@H](C(N)=O)N(C(=O)/C=C/C=C\C)C3)c1 (stereo partly specified),-5%,-0.3%,?,0%,19,-10%,-7%,-2%,7%,5.4µM*,-57%[inhibitor]
Cc1ccc(C(=O)NCc2cccnc2)cc1S(=O)(=O)Nc1ccccc1,-6%,0.0%,-9%,0%,4,?,-2%,-10%,12%,-5%,-6%
COc1cc(NS(=O)(=O)c2ccc(C)cc2C)cc(OC)c1OC,-4%,-1.3%,10µM*,-4%,-87*,-18%,-12%,-3%,-3%,0%,2%
OC(CN1C2=NCCN2c2ccccc21)c1ccccc1 (stereo unspecified),-1%,-0.1%,0%,2%,2,3%,-3%,1%,-15%,2%,-1%
COC(=O)c1ccc2c(c1)c(C#Cc1ccccc1)c(-c1ccccc1)n2C,3%,0.3%,?,0%,15,?,18%,6%[46.1 µM],-19%,3%,/
Cc1c(C(=O)N2CCN(c3ccccc3)CC2)sc2nc3n(c(=O)c12)CCC3,-7%,0.2%,-7%,1%,5,-2%,-1%,4%,-2%,-3%,12%
Cc1ccc2c(c1)c1c(n2CC(O)CN2CCCCC2C)CCCC1 (stereo unspecified),-1%,-0.5%,-13%,-1%,-4,6%,-2%,-2%,-9%,-4%,-5%
CN1CCN(c2ccc(NC(=O)c3ccc(Oc4ccccc4)cc3)cc2)CC1,0%,0.3%,13%,0%,-3,6%,-18%,1%,9%,6%,13%
